Screening data deposited in PubChem by several laboratories.
Cl transport mod – KCC2 cotransporter modulators, thallium flux, primary screen, cell-based, HEK293 KCC2, FluoZin-2 fluorescence, MLSMR; Solute carrier family 12 member 5 (Homo sapiens), Q9H2X9; KCC2 cells, thallium flux FluoZin-2 fluorescence; B-score of Tl+ flux slope (higher = more flux/activation; lower = inhibition) at 10 µM; 2.2% of 190,000 active; AID 1456, 2008;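 active = thallium flux slope and its plate-corrected score both differing from the plate sample mean at a set confidence after two filtering rounds, in either direction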;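 note: slope of fluorescence scaled to starting intensity during 10 to 20 s after thallium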
Target sequence (Q9H2X9 whole entry, looked up): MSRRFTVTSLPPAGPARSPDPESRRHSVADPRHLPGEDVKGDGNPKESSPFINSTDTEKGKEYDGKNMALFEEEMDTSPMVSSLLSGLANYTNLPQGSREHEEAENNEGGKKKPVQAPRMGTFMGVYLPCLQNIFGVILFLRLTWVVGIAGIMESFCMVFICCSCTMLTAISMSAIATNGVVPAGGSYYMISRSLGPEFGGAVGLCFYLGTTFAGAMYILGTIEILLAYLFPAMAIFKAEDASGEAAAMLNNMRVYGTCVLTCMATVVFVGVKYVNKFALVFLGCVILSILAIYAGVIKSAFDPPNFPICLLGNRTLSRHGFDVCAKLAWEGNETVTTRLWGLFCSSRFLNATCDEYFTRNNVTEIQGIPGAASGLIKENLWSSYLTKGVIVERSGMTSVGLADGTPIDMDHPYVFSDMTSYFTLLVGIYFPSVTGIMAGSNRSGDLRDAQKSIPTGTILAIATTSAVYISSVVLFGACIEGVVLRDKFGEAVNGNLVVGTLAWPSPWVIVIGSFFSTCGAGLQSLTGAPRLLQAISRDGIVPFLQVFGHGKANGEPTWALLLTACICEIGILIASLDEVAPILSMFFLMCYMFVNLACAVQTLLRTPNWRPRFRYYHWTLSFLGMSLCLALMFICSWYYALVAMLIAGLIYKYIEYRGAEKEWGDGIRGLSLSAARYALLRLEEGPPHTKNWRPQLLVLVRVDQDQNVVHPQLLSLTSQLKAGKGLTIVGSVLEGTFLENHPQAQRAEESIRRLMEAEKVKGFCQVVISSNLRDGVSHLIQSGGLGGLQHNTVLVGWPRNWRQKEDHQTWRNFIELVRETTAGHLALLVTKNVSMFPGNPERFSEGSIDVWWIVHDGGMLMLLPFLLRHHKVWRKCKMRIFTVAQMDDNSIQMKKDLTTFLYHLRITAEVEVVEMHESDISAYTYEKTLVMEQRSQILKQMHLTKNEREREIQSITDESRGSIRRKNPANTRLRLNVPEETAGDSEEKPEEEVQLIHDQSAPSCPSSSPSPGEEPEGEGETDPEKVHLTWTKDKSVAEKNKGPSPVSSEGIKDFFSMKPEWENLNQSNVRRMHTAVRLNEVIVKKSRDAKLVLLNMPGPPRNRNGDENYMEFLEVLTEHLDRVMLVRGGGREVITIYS
FXIa inh – human FXIa protease inhibitors, primary screen, biochemical, 1536-well; Coagulation factor XI (Homo sapiens), P03951; purified FXIa, Boc-Glu-Ala-Arg-AMC fluorogenic substrate; inhibition, % at 5 µM; 0.14% of 220,000 active;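 active = inhibition of at least 40%; inactive = inhibition below 40%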;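 note: fluorescence of freed AMC excited at 355 nm; 0% = enzyme without compound and 100% = no enzyme blank; many of its hits are not listed in these tables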
PERK inh – block of dimerizer-induced PERK translation repression, primary screen, PERK inhibitor project, CHO PERK-DD cells, SEAP luminescence, HTS; CHO PERK-DD fusion, SEAP luminescence translation reporter; inhibition, % at 5.6 µM; 0.17% of 220,000 active; AID 1416, 2008;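 active = inhibition above the mean inhibition of all tested compounds plus 3 SD, set separately per screening campaign, cut at about 2.9% in these data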;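 note: PERK kinase domain activated by AP20187 dimerizer at 100 nM; 0% = DMSO with dimerizer and 100% = rapamycin at 8.4 µM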
Wee1 degr inh – Wee1 degradation inhibitors, primary screen, cell-based, HeLa, Wee1K328M-luciferase, luminescence; Wee1-like protein kinase (Homo sapiens), P30291; reporter increase, % at 5 µM; 1.2% of 220,000 active; AID 1321, 2008; HeLa Luc-Wee1K328M stability; 100% = proteasome inhibitor MG132 effect;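 active = activation above the mean of all tested compounds plus 3 SD, set per screening run, cut at about 8.8% in these data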;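 note: cells exposed to compound for 20 h before luminescence read; 0% = DMSO alone and 100% = MG132 at 30 µM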
KLK5 inh – human KLK5 protease inhibitors, primary screen, biochemical, 1536-well; inhibition, % at 5 µM; 0.59% of 210,000 active; recombinant hK5, fluorogenic AMC substrate cleavage; Kallikrein-5 (Homo sapiens), Q9Y337;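 active = inhibition of 40% or more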;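 note: 0% = enzyme controls without compound and 100% = no-enzyme blanks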
p97 inhibitor – inhibitors of human p97 ATPase, primary screen, biochemical; Transitional endoplasmic reticulum ATPase (Homo sapiens), P55072; recombinant p97 ATPase, Kinase-Glo ATP luminescence, 3 h; inhibition, % at 8 µM; 0.42% of 220,000 active; in the data active = inhibition above about 15%;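 note: 0% = DMSO vehicle and 100% = wells lacking enzyme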
Furin inhibitor – human furin inhibitors, primary screen, biochemical, fluorescence intensity; P09958; purified furin, fluorogenic substrate cleavage; inhibition, % at 30 µM; 0.061% of 220,000 active; AID 463115, 2010; in the data active = inhibition above about 25%; note: inactives centre near -15
Thrombin inh – human alpha-thrombin inhibitors, primary screen, counter-screen for coagulation protease inhibitor project, biochemical, 1536-well, fluorogenic AMC substrate; Boc-VPR-AMC fluorogenic substrate cleavage; inhibition, % at 5 µM; 0.26% of 220,000 active; AID 1046, 2008;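 active = inhibition at or above 40%; inactive = inhibition below 40%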;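 note: 0% = enzyme with no compound and 100% = wells without enzyme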
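System – human alpha-thrombin protein · Reagent – Boc-VPR-AMC substrate, 15 µM final · Compound – 5 µM single dose in 0.2% DMSO · Schedule – reaction at room temperature · Technique – AMC fluorescence at 355 nm excitation and 460 nm emission · Read-out basis – % inhibition relative to enzyme controls and enzyme-free blanks · Control set – no-compound enzyme wells and no-enzyme blanks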
FXIIa inh 1536 – human FXIIa protease inhibitors, primary screen, biochemical, 1536-well. 0.3% of 220,000 active. inhibition, % at 5 µM. purified FXIIa, Boc-QGR-AMC fluorogenic substrate, 2 h. Coagulation factor XII (Homo sapiens), P00748; in the data active = inhibition above about 40%;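 note: 0% = enzyme with no compound and 100% = blank without enzyme; many of its hits are not listed in these tables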
An asterisk follows results filed as active; x = not tested or not shown; & = joins results of further samples; [ ] = dose if it differs, or a comment.

SMILES | Cl transport mod | FXIa inh | PERK inh | Wee1 degr inh | KLK5 inh | p97 inhibitor | Furin inhibitor | Thrombin inh | FXIIa inh 1536
CCC1(c2ccc(F)cc2)NC(=O)N(CC(=O)c2ccc[nH]2)C1=O (stereo not drawn) | -1.3 | -6 | -0.2 | -4 | -24 | 4 | -17[20 µM] | -12 | -2
COc1ccc(N2CC(O)=C(c3nc(-c4ccc(F)cc4)cs3)C2=N)cc1Cl | 0.31 | 0 | -0.2 | 1 | 4 | 1 | -22 | -4 | 7
CC1(C)CC(=O)c2sc(N3CCCCC3)nc2C1 | 0.029 | 1 | 0.5 | 2 | 4 | 5 | -18 | -2 | 9
O=C(Cn1cc(C(=O)c2ccco2)c2ccccc21)Nc1ccccc1F | x | -6 | 0.2 | 0 | -5 | 4 | -12 | -9 | 3
CC(C)(C)NC(=O)C1CCN(c2ccc(S(=O)(=O)N3CCOCC3)cc2Cl)CC1 | 0.57 | -3 | 0.8 | -4 | -4 | 7 | -24 | -5 | 6
O=C(O)C1CCCCC1C(=O)NC1CCCCC1 (stereo not drawn) | x | -1 | 1.3 | -1 | 10 | 5 | -11[20 µM] | -3 | -3
COc1ccccc1C(=O)N/C(=C\c1ccc(Br)cc1)C(=O)NCCO | -0.11 | 1 | -0.3 | 4 | 6 | 2 | -13[20 µM] | 2 | 13
Cc1cc(C)nc(OC(=O)c2c(Cl)cc(Cl)cc2Cl)n1 | 0.41 | -4 | 1.1 | -1 | -11 | 0 | -12 | 2 | 1
O=S1(=O)C=C(Oc2ccc(F)cc2)c2ccccc21 | 0.34 | 15 | 0.3 | 0 | -4 | 0 | 0[20 µM] | 4 | 13
[2H]c1c([2H])c([2H])c(C(=O)c2sc(N3CCCCCC3)nc2-c2ccccc2)c([2H])c1[2H] | 0.34 | -4 | -0.6 | 1 | 13 | -2 | 0[20 µM] | 13 | 13
Cc1ccc(Oc2ncc(CN3CCOCC3)s2)cc1 | 0.51 | 17 | -0.3 | 2 | -23 | -2 | -6[20 µM] | 5 | 24
O=C(NCc1cccc(Cl)c1)c1cnccn1 | 0.61 | 3 | 2.3 | -1 | -7 | 3 | -8[20 µM] | 2 | -5
CC(C)(C)c1nc2ccccc2c2nnc(SCC(=O)Nc3nccs3)n12 | 1.4 | -26 | 0.2 | 0 | 6 | 2 | -22 | -6 | 3
CC1CCc2c(sc3ncnc(NCCCOC(C)C)c23)C1 (stereo not drawn) | -2.3 | 1 | -0.5 | -1 | -19 | -3 | -15[20 µM] | -4 | 6
O=C(COc1cc(Cl)c(Cl)cc1Cl)NC(=O)Nc1ccc2c(c1)OCCO2 | -0.039 | 0 | -0.1 | 3 | -19 | 0 | -1 | 1 | 7
Cc1ccc(NC(=S)NCc2ccco2)c(C)c1 | -0.71 | 0 | 0.9 | -2 | 2 | 4 | -30 | -2 | 10
O=C(CCC(=O)Nc1ccccc1)NNC(=O)c1cccs1 | -0.29 | 3 | 1.6 | -2 | -3 | 3 | -27[20 µM] | 1 | 13
CC(C)c1nccn1S(=O)(=O)c1cc(Cl)ccc1Cl | 0.045 | 10 | 0.5 | 0 | 32 | 3 | -23[20 µM] | 17 | 14
O=C(CCCn1c(=O)[nH]c2ccsc2c1=O)NCc1cccs1 | 0.14 | 16 | 1.1 | -1 | -10 | 5 | -21 | 1 | 20
O=C1CCc2cc(S(=O)(=O)N3CCC(C(=O)NCc4ccccn4)CC3)ccc2N1 | 0.76 | -11 | 1.0 | -1 | 1 | 4 | -25 | -8 | -7
Cn1cnc2cc(NCc3cccs3)ccc21 | 1.2 | 32 | 0.1 | 2 | 29 | 0 | -5 | 14 | 26
O=C1CN(C(=O)c2ccccc2)c2ccccc2N1 | x | -7 | -0.3 | 1 | -9 | -4 | -11[20 µM] | -3 | 7
O=C(Cn1c(=O)n(-c2ccccc2)c(=O)c2sccc21)N1CCCC1 | x | 4 | 1.0 | -2 | 3 | 8 | -25 | -3 | 8
Cc1cccc(C)c1NC(=O)CCN1C(=O)C2C3CCC(C3)C2C1=O (stereo not drawn) | 0.61 | -3 | 0.8 | 1 | 8 | -5 | -3 | 2 | 12
CC(C)CC(NC(=O)C(CO)NC(=O)C1CCC(=O)N1)C(N)=O (stereo not drawn) | 0.03 | -11 | 0.6 | -5 | -9 | 4 | -20 | -26 | -1

In the list so far, these have an NH in an aromatic ring.
SMILES | Cl transport mod | FXIa inh | PERK inh | Wee1 degr inh | KLK5 inh | p97 inhibitor | Furin inhibitor | Thrombin inh | FXIIa inh 1536
CCC1(c2ccc(F)cc2)NC(=O)N(CC(=O)c2ccc[nH]2)C1=O (stereo not drawn) | -1.3 | -6 | -0.2 | -4 | -24 | 4 | -17[20 µM] | -12 | -2
O=C(CCCn1c(=O)[nH]c2ccsc2c1=O)NCc1cccs1 | 0.14 | 16 | 1.1 | -1 | -10 | 5 | -21 | 1 | 20

Next part.
SMILES | Cl transport mod | FXIa inh | PERK inh | Wee1 degr inh | KLK5 inh | p97 inhibitor | Furin inhibitor | Thrombin inh | FXIIa inh 1536
COC(=O)C(=CC(=CN(C)C)C=C(C(=O)OC)C(=O)OC)C(=O)OC | 0.048 | -2 | 0.9 | 1 | -2 | 6 | 3 | -6 | 6
O=C(NCc1ccco1)Nc1ccc([N+](=O)[O-])cc1 | -0.85&0.23 | -2&-1 | 0.6&0.1 | -3&1 | -1&1 | 6&5 | -5&-4 | -2 | 2&8
CC(C)c1ccc(NC(=O)c2ccc(NS(C)(=O)=O)cc2)cc1 | -1.7 | 7 | -0.6 | -2 | 6 | 2 | -7 | -6 | 12
O=C(Nc1cc(=O)[nH]c2ncnn12)c1ccco1 | 0.41 | 23 | -1.3 | 5 | 57* | -7 | 1 | 23 | 42*
CCOP(=O)(OCC)c1nc(-c2ccc(C)cc2)oc1N1CCOCC1 | 0.2 | x | -0.3 | 0 | x | 3 | -26[20 µM] | x | x
COc1cc(NC(=O)c2cnn3c(C)cc(C)nc23)c(OC)cc1Cl | -0.42 | -7 | 0.1 | 1 | -17 | 2 | -19[20 µM] | 4 | -4
CCN(CC)C(C(=O)Nc1ccc2c(c1)OCO2)c1ccccc1 (stereo not drawn) | -0.15 | 6 | -0.5 | 7 | -8 | 3 | -24 | 1 | 13
O=C1CSC(c2ccc(Cl)cc2)N1C1CCCCC1 (stereo not drawn) | -0.69 | -5 | -0.3 | -1 | 23 | -4 | -10[20 µM] | -9 | 4
Cc1ccc(NS(=O)(=O)c2ccc(C3CCCCC3)cc2)cc1 | 0.18 | 5 | 0.4 | -2 | 0 | -2 | -10 | -1 | 11
COc1ccc(C(=O)NN/C(=N/S(=O)(=O)c2ccc(C)cc2)c2ccccc2)cc1 | -1.7 | 5 | -1.3 | 0 | 2 | -1 | -18 | 3 | 12
Cc1cccc(Sc2ccc([N+](=O)[O-])cc2[N+](=O)[O-])n1 | -0.63 | 4 | -0.1 | 1 | 18 | 2 | -4 | 1 | 20
NS(=O)(=O)c1ccc(CCNS(=O)(=O)c2cccc(C(=O)O)c2)cc1 | 0.75 | 9 | -0.5 | -2 | 8 | -7 | -11 | 13 | 21
Cc1ccccc1S(=O)(=O)/N=C(/Nc1c(C)n(C)n(-c2ccccc2)c1=O)c1ccccc1 | 0.083 | -12 | 0.5 | -2 | -6 | 2 | -17 | -17 | -1
CC(CC(=O)Nc1cc(C(F)(F)F)ccc1Cl)c1ccccc1 (stereo not drawn) | -2 | -8 | 0.7 | -2 | -2 | -7 | -26[20 µM] | -3 | 5
O=S(=O)(c1cccs1)n1cccn1 | x | -15 | 1.1 | 2 | -15 | -1 | -14[20 µM] | -7 | 1
COc1ccc2c(C(=O)CN3CCC(C)CC3)c[nH]c2c1 | -1 | 15 | 0.0 | 3 | -4 | 4 | -1[20 µM] | -5 | 19
CCOC(=O)C1(CCc2ccccc2)CCN(C(=O)C2CCOCC2)CC1 | -0.5 | 0 | 0.4 | -1 | x | -2 | -20 | 0 | 6
O=C1C(Cl)=C(NCCCO)C(=O)c2ccccc21 | x | -3 | -0.1 | 0 | -2 | 1 | -20[20 µM] | 0 | 8
COc1ccc2nc(C)cc(SCC(=O)N/N=C/c3ccccc3)c2c1 | -0.73 | 24 | 0.2 | -1 | -29 | 3 | 11 | 1 | 26
CCN1C(=O)N[C@@H](c2ccc(Br)cc2)C(C(=O)OC)=C1C | -0.98 | 3 | 0.1 | -3 | -3 | 11 | -11 | -2 | 8
Cc1ccnc(Nc2nc3ccccc3o2)n1 | 0.98 | 0 | 0.1 | -2 | -9 | -30 | -22 | 21 | 5
OC1CCC(NC(=S)Nc2ccc(SC(F)F)cc2)CC1 (stereo not drawn) | -0.0046 | -1 | 0.6 | 3 | 3 | 3 | -30 | 11 | 8
COCCCNc1nc2ccccc2nc1NS(=O)(=O)c1ccc(C)c(C)c1 | -0.95 | 0 | -1.1 | 1 | 0 | 0 | -22 | -2 | 2
COc1ccc(-c2ccc(-c3noc(-c4ccccc4)n3)c(OC)n2)cc1 | 0.1 | -8 | 0.5 | -1 | -39 | -1 | -14[20 µM] | -10 | 2
CC1(CC(=O)N/N=C/c2cc3c(cc2Br)OCO3)OCCO1 | 0.11 | 0 | 0.0 | 0 | 1 | 2 | -23 | -5 | 13

More results:
SMILES | Cl transport mod | FXIa inh | PERK inh | Wee1 degr inh | KLK5 inh | p97 inhibitor | Furin inhibitor | Thrombin inh | FXIIa inh 1536
CCOP(=O)(OCC)/C(C#N)=C/c1ccc([N+](=O)[O-])cc1 | 0.13 | 7 | 1.4 | 1 | 5 | 4 | -9 | -1 | 10
O=C(c1cc(-c2ccccc2)nc2ccccc12)N1CCCc2ccccc21 | -1.1 | -3 | -0.9 | -3 | -6 | -4 | -22 | -5 | 9
CSc1nc2[nH]c3c(c2c2ncnn12)CCCC3 | -0.014 | 5 | 0.6 | 1 | 2 | 6 | -12 | 7 | 8
CC1CCN(CCCCOc2cccc(Br)c2)CC1 | 0.17 | 12 | -0.3 | 1 | -4 | -2 | -19 | 1 | 15
Cn1c(N)c(C(=O)COC(=O)c2ccc3c(c2)OCCO3)c(=O)n(C)c1=O | 1.3 | 5 | 0.3 | 0 | -9 | 4 | -8 | -1 | 17
COc1cccc(C2=NOC(C(=O)Nc3ccccc3SC)C2)c1 (stereo not drawn) | -0.047 | 18 | -0.3 | 0 | -19 | -3 | -15[20 µM] | 0 | 24
COc1ccc(C)cc1-n1cnnn1 | 0.33 | 1 | 1.4 | -2 | -2 | 11 | -15 | -5 | 4
CCOC(=O)c1[nH]c(C)c(C(=O)NCCC2=CCCCC2)c1C | 0.15 | 8 | -0.3 | 7 | 12 | -2 | -19[20 µM] | 4 | 7
O=C1NC(=Nc2ccccc2)SC1Cc1cccc(Cl)c1Cl (stereo not drawn) | -0.25 | 6 | 0.5 | -3 | -18 | 0 | -13 | -9 | 12
Cc1cc(NC(=O)CCC(=O)N(c2ccccc2)C(C(=O)NCC2CCCO2)c2cccnc2)no1 (stereo not drawn) | -0.95 | 3 | -0.2 | -2 | -1 | -2 | -13 | -4 | 14
